# mcGAS inh – inhibitors of mouse cGAS; recombinant cGAS, Kinase-Glo ATP depletion luminescence; inhibition, % at 12.5 µM; 160,000 compounds, 0.15% hits; AID 1259399;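 further: 0% = negative control wells and 100% = reference inhibitor with no enzyme activity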
# hcGAS inh – human cGAS inhibition; Q8N884; recombinant h-cGAS, ATP depletion, Kinase-Glo luminescence; inhibition, % at 12.5 µM; 290,000 compounds, 0.081% hits; AID 1259398;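 further: 0% = vehicle reaction and 100% = reaction without DNA for no activity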
# Target sequence (Q8N884 whole entry, looked up): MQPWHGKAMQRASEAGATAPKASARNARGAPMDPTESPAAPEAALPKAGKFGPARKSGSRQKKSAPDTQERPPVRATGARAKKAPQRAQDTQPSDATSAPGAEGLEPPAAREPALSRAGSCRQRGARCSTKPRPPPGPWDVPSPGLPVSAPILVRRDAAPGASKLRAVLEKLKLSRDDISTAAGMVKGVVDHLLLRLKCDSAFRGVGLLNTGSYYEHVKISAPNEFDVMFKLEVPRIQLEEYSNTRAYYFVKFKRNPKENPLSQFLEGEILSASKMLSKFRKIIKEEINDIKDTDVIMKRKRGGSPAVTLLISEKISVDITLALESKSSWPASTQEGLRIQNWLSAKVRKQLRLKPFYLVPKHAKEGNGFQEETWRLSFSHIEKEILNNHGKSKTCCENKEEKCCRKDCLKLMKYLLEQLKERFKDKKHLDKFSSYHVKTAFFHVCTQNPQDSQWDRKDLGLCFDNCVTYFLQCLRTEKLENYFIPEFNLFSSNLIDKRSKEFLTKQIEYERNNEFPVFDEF
# NPYLR7 ag – mosquito NPYLR7 agonism | HEK293T NPYLR7/Galpha15, GCaMP6s calcium fluorescence | activation, % at 10 µM | 270,000 compounds, 0.15% hits | AID 1259423; in the data active means activation above about 40%;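 further: 0% = vehicle and 100% = reference agonist at the receptor; some compounds past the cut are filed as inactive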
# An asterisk follows results filed as active; / = not tested or not shown; & = joins results of further samples. Unless noted, no stated cut-off is given here; in the data, active means inhibition above about 40%; inactive means the rest.
# A first look:
SMILES,mcGAS inh,hcGAS inh,NPYLR7 ag
CSc1ccc(C(=O)CC(C)(C)C(=O)NCCc2ccccc2F)cc1,-6,-3,16
O=C(CCCn1cncn1)N1CCCC(Nc2ccc(F)cc2)C1 (centres undefined),/,-2,-5
Cc1nc2c(sc3cccc(F)c32)c(=O)n1CC(=O)NCc1ccccc1,-7,-5,0
CCn1cc(C(=O)N2CCCC(N3CCN(Cc4ccc5c(c4)OCO5)CC3)C2)cn1 (centres undefined),-2,-1,8
NC(=O)C1CCCN(C(=O)C2CC2c2cccc3ccccc23)C1 (centres undefined),-6,-11,7
CCc1cn[nH]c1C1CCN(C(=O)c2cc(C)c3nc(N)sc3c2)CC1,-12,-7,0
COc1cccc(/C=N\NC(=O)CSc2nc3ccccc3n2Cc2ccccc2)c1O,1,1,-8

# All compounds of this part, repeating the preview:
SMILES,mcGAS inh,hcGAS inh,NPYLR7 ag
CSc1ccc(C(=O)CC(C)(C)C(=O)NCCc2ccccc2F)cc1,-6,-3,16
O=C(CCCn1cncn1)N1CCCC(Nc2ccc(F)cc2)C1 (centres undefined),/,-2,-5
Cc1nc2c(sc3cccc(F)c32)c(=O)n1CC(=O)NCc1ccccc1,-7,-5,0
CCn1cc(C(=O)N2CCCC(N3CCN(Cc4ccc5c(c4)OCO5)CC3)C2)cn1 (centres undefined),-2,-1,8
NC(=O)C1CCCN(C(=O)C2CC2c2cccc3ccccc23)C1 (centres undefined),-6,-11,7
CCc1cn[nH]c1C1CCN(C(=O)c2cc(C)c3nc(N)sc3c2)CC1,-12,-7,0
COc1cccc(/C=N\NC(=O)CSc2nc3ccccc3n2Cc2ccccc2)c1O,1,1,-8
Cc1cc(C)cc(OCCC(=O)N2CCC(C(N)=O)CC2)c1,/,-12,4
CCSC(C)c1noc(CNC)n1 (centres undefined),/,5,27
O=C(Cn1cc(OCc2ccc(F)cc2)c(=O)cc1CO)NCc1ccccc1,-8,-11,1
O=C(NCc1nnnn1-c1ccccc1)c1cccc2ccccc12,-7,-2,1
Cc1cccc(NC(=O)N2CCN(CCCOC(c3ccc(Cl)cc3)c3ccc(Cl)cc3)CC2)c1,-6,-6,7
COC(=O)C(c1ccccc1)C1C=CC(NC(=O)/C=C/c2ccccc2Cl)C1 (centres undefined),1,4,4
Cc1c(NC=O)c(C(C)(C)C)cc(C(C)(C)C)c1[N+](=O)[O-],/,1,14
O=C1c2cccc3c(N4CCCCC4)ccc(c23)C(=O)N1c1ccccc1,/,-2,7
COc1cccc(CN2CCN(Cc3nc(-c4cccs4)oc3C)CC2CCO)c1 (centres undefined),-9,-6,3
Cc1ccc(-c2ccc(OCCNS(=O)(=O)c3ccccc3)nn2)cc1,-8,-8,-6
CC(C)N1CCC(NC(=O)COc2ccc3ccccc3c2)CC1,/,-8,5
O=C(NCCn1ncc2c(N3CCCC3)ncnc21)C1(c2cccs2)CCCC1,-6,-10,1
CC(C)CN1C(=O)N(C)C(=O)C12CCN(Cc1cccc(-c3ccco3)c1)CC2,-15,-4,14
N#Cc1ccc(Cn2cccn2)cc1,/,-8,4
CCC(CC)NC(=O)C1(S(=O)(=O)c2ccc(Br)cc2)CCCC1,-1,10,-10
O=C1OC(/C=C/c2ccccc2)=NC/1=C/c1ccco1,/,3,-3
Oc1[nH]c2ccccc2c1N=Nc1c(F)c(F)c(Cl)c(F)c1F,/,-4,-4
COc1ccccc1Oc1coc2c3c(ccc2c1=O)OCN(C1CCCC1)C3,-10,-4,-7
Cc1cccc(-n2c(CNC(=O)c3ccco3)nnc2SCC(=O)N2CCCc3ccccc32)c1,-5,-6,13
CCCCCCNC(=O)c1cc(-c2ccc(Cl)cc2)n(-c2ccccc2F)c1C,2,0,2
Cn1ccn2ncc(C(=O)NCCSc3ccccn3)c12,-15,-8,-4
Cc1c(NC(=O)c2cn[nH]c2-c2cccs2)cccc1C(=O)Nc1nccs1,-11,-6,20
CC(NCc1cn(C)nc1-c1ccc(Oc2ccccc2)cc1)c1ccccc1 (centres undefined),-13&-2,-6&2,9&-2
c1ccc2c(c1)nc1c3cn[nH]c3nnn21,/,-3,-1
CN1C(=O)C2(c3ccccc31)c1c(oc3ccccc3c1=O)C(=O)N2CCCO (centres undefined),-2,-8,4
O=C(Cc1cccs1)NC1CCCN(CCc2ccccc2)C1 (centres undefined),-11,-7,6
CCCOc1ccc(N2C(=O)CC(NCc3ccco3)C2=O)cc1 (centres undefined),0,-2,-7
CC(c1nc(C(C)(C)C)no1)N1CCc2[nH]nc(C(F)(F)F)c2C1 (centres undefined),/,2,-6
Cc1cc(C)n2nc(NC(=O)NC(C)CC(=O)OC(C)(C)C)nc2n1 (centres undefined),/,5,3
Cc1cc(C)c2c(C3Oc4ccccc4C3O)cc(=O)oc2c1C (centres undefined),-2,-5,6
O=C1C(N2CCN(c3ccccc3Cl)CC2)CCN1C1CCOCC1 (centres undefined),/,0,-1
COc1cc2c(cc1OC)CN(S(=O)(=O)c1ccc(OC)c(N3CCN(C(=O)c4cc(F)ccc4F)CC3)c1)CC2,-7,-7,14
CN(CCCNC(=O)C=Cc1ccc(N2CCCC2=O)cc1)c1ccccc1,/,-3,4
CCOC(=O)Cc1c(C)nc2ncnn2c1N1CCN(C(=O)c2cc(C)oc2C)CC1,-6,-5,/
CCCc1nnc2c(C(=O)NCCC(c3ccccc3)c3ccccc3)cccn12,-2,-4,-5
COc1cc(C=NN2CCN(C3c4ccccc4-c4ccccc43)CC2)cc(Br)c1O,/,-4,-7
CC12CCC(C(=O)N3CCCCC3)(CC1=O)C2(C)C (centres undefined),/,-5&-11,6&0
Cc1cc(NC(=O)CN(C)c2nc(C(F)(F)F)nc3ccccc23)no1,/,-13,6
COc1cc(F)c(C(=O)N2CCOC(COc3cccc(C(F)(F)F)c3)C2)c(F)c1 (centres undefined),/,-8,17
CC(CCN(C)C(=O)C1(C(N)=O)CC1)N1CCCC1 (centres undefined),/,-4,3
Cc1c(C)c(C)c(S(=O)(=O)Nc2ccc(NC(=O)CN3CCOCC3)cc2)c(C)c1C,/,-2,6
CSc1ncccc1C(=O)N1CCN(C2c3ccccc3CCc3ccccc32)CC1,-5,-3,-4
CC(C)c1ccccc1OC1CC2CCC(C1)N2C(=O)c1ccc(CSc2ccccn2)cc1 (centres undefined),-8,-6,8
CC1SC(c2cccc(C(F)(F)F)c2)N(CCN2CCNCC2)C1=O (centres undefined),-6,-3,0
COCCN(CC(=O)Nc1nc(CC(=O)N2CCCC2)cs1)C(=O)c1ccc(Cl)cc1Cl,-6,1,2
Cc1cccc(C)c1OCc1cc(C(=O)NCC2CCCN(c3ncccn3)C2)no1 (centres undefined),-11,-7,/
Cc1cccc(-n2c(-c3ccc(Cl)cc3)cc(C(=O)N3CC4(C)CC3CC(C)(C)C4)c2C)c1 (centres undefined),-4,-3,20
O=C(NCCN1CCOCC1)c1coc(CN(Cc2ccc3c(c2)OCO3)Cc2ccc(F)cc2F)n1,-1,7,-7
CCCCCn1cc(C2CCN(S(=O)(=O)c3c(F)cccc3F)CC2)c2ccccc21,-8,-6,6
OCc1ccccc1CN1CCN(Cc2ccccc2Cn2cccn2)CC1,/,-8,-2
CC1(C)C2(C(=O)N3CCC(Cc4ccc5c(c4)OCO5)CC3)CC[C@@]1(C)C(=O)O2,-8,-7,1
Cc1ccccc1-c1ccc(CN2CCC(CO)(CC3CCCCO3)CC2)cc1 (centres undefined),/,-1,11
Cc1ccc(C)c(NC(=O)CC(=O)NCCN(C)S(C)(=O)=O)c1,-15,-2,-6
# (cont.)
SMILES,mcGAS inh,hcGAS inh,NPYLR7 ag
CSc1ccc(CN2C(=O)C(Cc3ccccc3)ON=C2C)cc1 (centres undefined),/,-5,-4
C#CCOCC(O)CN(Cc1ccc(C)s1)CC1CCCO1 (centres undefined),-6,-5,19
Cn1c(SCC(=O)NC2CCCCC2)nc2c(-c3ccccc3)c[nH]c2c1=O,-9,-6,-4
O=C(NCc1ccc2c(c1)OCO2)c1cc2n(n1)CCN(Cc1c(Cl)cccc1Cl)C2=O,-4,-2,18
CCN(CC1CCOC1)C(=O)c1n[nH]c(C)c1Br (centres undefined),/,-3,6
Fc1ccc(CNCC2CC(c3ccc(Cl)cc3)=NO2)c(F)c1 (centres undefined),-3,-1,1
COc1cc(OC)c(OC)cc1C=C(C#N)S(=O)(=O)c1ccc(Cl)cc1,/,-1,1
CC(c1ccc(F)cc1)N(C)C(=O)CN1CC(O)CC1c1cc(F)ccc1F (centres undefined),/,4,-1
O=S(=O)(N=Cc1c(O)ccc2ccccc12)c1ccccc1,/,0,-1
Cc1ccc(C(=O)N/C(=C\c2ccccc2)C(=O)OCN2C(=O)c3ccccc3C2=O)cc1,-5,-8,-2
CCCCc1nc(N2CCN(C(=O)CCC(=O)OCC)CC2)c2c(C)nn(-c3ccccc3)c2n1,-8,-9,/
CC12CCC(CC1=NNC(=O)NC1CCCCC1)C2(C)C (centres undefined),/,-3,-5
O=C(/C=[N+](\[O-])C1CCC/C1=N\O)c1ccc(Br)cc1 (centres undefined),/,4,-5
Cc1nc(Cl)sc1C(=O)NCC(C)(C)CCS(C)(=O)=O,/,-14,5
COc1ccc(S(=O)(=O)NCC2CCCN(C(=O)c3cscn3)C2)cc1 (centres undefined),/,-8&-3,5&-6
CCCCCc1ccc(C(=O)N(CCCOC)CC(=O)Nc2cc(C(C)(C)C)nn2-c2ccccc2C)cc1,-4,-7,-4
Cc1ccc(S(=O)(=O)N(CC(=O)NCc2ccccc2)C(=O)N2CCN(C)CC2)cc1,-7,-6,12
CCc1ccc[n+](C2=C(c3c(C)[nH]n(-c4ccc(F)cc4)c3=O)C(=O)N(CCOC)C2=O)c1,-4,-2,1
S=C(NC12CC3CC(CC(C3)C1)C2)N1CCOCC1,/,-5,0
N#CCSc1ccccc1NC(=O)Cn1nnn(-c2ccccc2)c1=O,/,2,5

# Some of the entries so far, with two lines to a compound:
# Values run as follows: mcGAS inh, hcGAS inh, NPYLR7 ag
- CCCCCc1ccc(C(=O)N(CCCOC)CC(=O)Nc2cc(C(C)(C)C)nn2-c2ccccc2C)cc1
→ -4, -7, -4
- CCc1ccc[n+](C2=C(c3c(C)[nH]n(-c4ccc(F)cc4)c3=O)C(=O)N(CCOC)C2=O)c1
→ -4, -2, 1

# Continued.
SMILES,mcGAS inh,hcGAS inh,NPYLR7 ag
CN(Cc1ccn(C)c(=O)c1)Cc1ccccc1Br,/,-10,3
Cc1ccccc1CSc1nnc(CNC(=O)c2ccc3c(c2)OCO3)n1-c1ccc(Cl)cc1Cl,-3,-5,-4
O=C(CN1CCOCC1)N1CCC2(CCC2O)CC1 (centres undefined),-4,-8,/
N#CC(=Cc1cc2c(cc1[N+](=O)[O-])OCO2)c1nc2ccccc2[nH]1,0,-2,4
N#Cc1c(Cl)nsc1N1CCN(c2ccc(O)cc2)CC1,/,6,-4
O=C(c1n[nH]c2c1CCCCCC2)N1CCC(c2nc(C3CCOCC3)no2)C1 (centres undefined),-7,-12,/
CN1CCC2(CCN(C(=O)CCOc3ccccc3)CC2)C1,/,-3,-1
O=C(c1cnn(-c2ccccc2)n1)N1CCCC(c2nnc(-c3ccccc3F)s2)C1 (centres undefined),/,-5,-8
CC(=O)N1CCc2cc(NC(=O)Cc3cccc(C(F)(F)F)c3)ccc21,/,-7,2
CCc1cccc2c(C(CC(=O)N3CCN(C/C=C/c4ccccc4)CC3)c3cccc(C(F)(F)F)c3)c[nH]c12 (centres undefined),-3,1,2
COCCOc1cc2c(cc1CNCC1CN(C)CCO1)OCO2 (centres undefined),/,4,-1
O=C(O)CN1C(=O)/C(=C\c2ccc(-c3ccc(Cl)cc3Cl)o2)SC1=S,-5,8,-4
COC(=O)Cc1cc(C2CCN(Cc3c(C)nn(C)c3Cl)CC2)n[nH]1,-7,-1,3
CCCc1cc(C(=O)N2CCC3(CC2)CN(C)CCN3C)n[nH]1,-13,0,7
CN(C)CC1(O)CCCN(Cc2ccccc2OCC(=O)O)CC1 (centres undefined),/,-3,-15
O=C(Nc1ccc2c(c1)CN(CCCn1cccn1)CC2)c1ccccc1Cl,1,6,11
O=C(CSc1ccccc1)N1CCC(Cc2ccc(-c3ccccc3)cc2)CC1,-5,-7,3
CCc1ccc(Oc2cc(F)nc(N)n2)cc1,-4,-4,4
COc1cc(=O)n(-c2ccc(C)cc2)nc1C(=O)NC(C)(C)C,-6,-3,9
COc1ccc(C(=O)NCc2nnc(SCC(=O)N3CCc4ccccc43)n2-c2ccc(Cl)c(Cl)c2)c(OC)c1,/,-6,-6

# Single records, as listed above:
# Entry for CN(Cc1ccn(C)c(=O)c1)Cc1ccccc1Br : mcGAS inh: /; hcGAS inh: -10; NPYLR7 ag: 3
# Entry for O=C(CN1CCOCC1)N1CCC2(CCC2O)CC1 (centres undefined) : mcGAS inh: -4; hcGAS inh: -8; NPYLR7 ag: /

# Further compounds follow:
SMILES,mcGAS inh,hcGAS inh,NPYLR7 ag
COC(=O)c1ccc(CN(Cc2sccc2C)C2CC2)o1,/,-10,-3
CCN1CCN(S(=O)(=O)c2ccc(OC)c(N3CCN(S(=O)(=O)c4ccc(Br)cc4)CC3)c2)CC1,-6,-2,2
CC(C)SC(NC(=O)OCc1ccccc1)C(=O)NCc1ccco1 (centres undefined),/,-2,-2
CCOC(=O)N1CCN(C(=O)CSc2nc(Cl)cc(N3CCN(C(=O)c4ccccc4)C(C)C3)n2)CC1 (centres undefined),-2,7,-3
O=C(Cc1ccc2c(c1)CCO2)NCCc1ccccc1,/,-8,0
COc1ccc(S(=O)(=O)Nc2ccc(S(=O)(=O)Nc3nccs3)cc2)cc1C,-6,-3,-7
CCCC1CCCN(C(=O)Cc2sc(=S)[nH]c2C)CC1 (centres undefined),/,-5,4
Cc1cccc(C(=O)NC2CCN(c3ccccc3C(=O)NCCc3cccs3)CC2)c1,0,0,4
COC(=O)C(=O)N1CCN(CC(OCc2cccc(Cl)c2)c2cccc(OC)c2)CC1 (centres undefined),1,-3,/
CCc1c(C(=O)N2CCCCC2)cnn1-c1ccccc1C,-10,-3,/

# Source: PubChem
